Tau fibril ThT = tau fibrillization inhibition (ThT binding) | P10636 | recombinant tau K18 P301L, heparin-induced fibrillization, ThT fluorescence | Potency, µM (highest dose often 57.4 µM), without a hit: at the highest dose activity, negative = inhibition, most hits filed as inhibitors | 2.1% of 270,000 active; also: nearly all actives have a fitted effect of over 55% in size
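Using a mix of unlabeled (15 uM) and Alexa 594-labeled (0.24 uM) tau K18 P301L, heparin-triggered fibrillization over 6 hr at 37 C was scored by ThT fluorescence.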
Tau fluor counter = counter-screen for tau fibril formation inhibitors | AID 1463 | 0.93% of 280,000 active | tau K18 P301L (four-repeat tau fragment) Alexa594 fluorescence, heparin fibrillization | Potency, µM (series often up to 57.7 µM), inactives show top-dose activity change, negative = decrease; also: nearly all actives have a fitted effect of over 55% in size
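Human K18 P301L tau (15 uM unlabeled plus 0.24 uM Alexa 594-labeled, final) in 100 mM sodium acetate pH 7 was mixed with compound and 20 uM heparin and incubated 6 hr at 37 C.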
Tau fibril FP = tau fibrillization inhibition (FP). P10636. K18 P301L tau heparin fibrillization, Alexa594 FP, 6 h. Potency, µM (doses to about 57.7 µM), for inactives: at the highest dose activity, negative = inhibition, hits mostly inhibitors. 0.39% of 280,000 active. AID 1468; also: nearly all actives have a fitted effect of over 55% in size
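Quantitative HTS format: compounds meet 15 uM recombinant K18 P301L tau and Alexa 594-tau tracer in 100 mM sodium acetate pH 7; 20 uM heparin triggers fibrillization at 37 C over 6 hr; FP gives the signal.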
GLA spleen mod = alpha-galactosidase A (human) modulation; P06280; human spleen homogenate, 4MU-alpha-Gal fluorescence, 40 min; Potency, µM (highest dose often 80 µM), for inactives: at the top dose activity change, negative = inhibition, hits mostly inhibitors; 0.008% of 240,000 active;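 also: 0% = enzyme with vehicle and -100% = no enzyme basal signal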
Target sequence (P06280 32-429 limits assumed): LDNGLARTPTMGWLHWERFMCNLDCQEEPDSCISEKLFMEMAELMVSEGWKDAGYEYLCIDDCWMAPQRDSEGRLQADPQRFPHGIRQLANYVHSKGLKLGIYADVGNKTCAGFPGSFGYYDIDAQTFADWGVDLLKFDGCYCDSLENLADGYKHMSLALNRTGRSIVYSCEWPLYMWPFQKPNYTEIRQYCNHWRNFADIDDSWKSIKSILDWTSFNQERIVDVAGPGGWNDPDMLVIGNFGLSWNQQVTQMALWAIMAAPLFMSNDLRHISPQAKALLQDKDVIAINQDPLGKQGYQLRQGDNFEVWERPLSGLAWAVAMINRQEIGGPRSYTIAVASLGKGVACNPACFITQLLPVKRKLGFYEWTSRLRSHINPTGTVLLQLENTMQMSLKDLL
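Human spleen homogenate (1 ug) was the enzyme source, with 4-methylumbelliferyl-alpha-D-galactopyranoside (1 mM final) in pH 5.0 citrate buffer with 0.01% Tween-20. Compounds were titrated; after 40 min at 37C, NaOH/glycine stop, 4-MU fluorescence read; AC50 from Hill fits.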
TRb SRC2 PPI = inhibitors of human thyroid hormone receptor beta-SRC2 interaction. Potency, µM (series often up to 106 µM), for the others: at the highest dose activity change, negative = inhibition, actives largely listed as inhibitors. TRbeta-SRC2 peptide binding, fluorescence polarization; receptor liganded with 1 µM T3. P10828. AID 1469. 0.065% of 280,000 active;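 also: plate controls were bound peptide for no effect and peptide without receptor for full effect; nearly all actives have a fitted effect of over 50% in size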
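Each compound concentration gave % activity, normalized to unbound and bound Texas Red SRC2 controls, from polarization read after 5 hr ambient incubation with T3-loaded human TRb LBD.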
TR SRC2 fluor cs = counter-screen for TRb-SRC2 inhibitors: fluorescence interference; TRb/SRC2 Texas Red total fluorescence interference; Potency, µM (titrated, usually from 106 µM), inactives show at the top dose fluorescence change, negative = quenching; 0.29% of 280,000 active; active = well fitted curve in either direction with a large enough effect; inconclusive = small, poorly fitted or top-dose-only effect
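Human TRβ ligand-binding domain (0.6 uM) and Texas Red SRC2 peptide (20 nM) in Tris buffer with 1 uM T3 and 5% DMSO were incubated with pinned compound for 5 hr at ambient temperature. Total fluorescence was computed as S + 2P (555/632 nm).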
ALDH1A1 inh = inhibitors of human aldehyde dehydrogenase 1A1; P00352; Purified ALDH1A1, NADH fluorescence, propionaldehyde substrate; Potency, µM (titrated, usually from 75.3 µM), for inactives: at the top dose activity, negative = inhibition, most hits filed as inhibitors; 7.3% of 220,000 active; AID 1030; active = well fitted inhibition curve with a large enough effect, not every such curve was filed as active; inconclusive = small, poorly fitted or top-dose-only effect, or another doubt; inactive = no such curve, though single readings can be large or run the other way;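 also: plate controls were no enzyme wells and a reference inhibitor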
Target sequence (P00352 whole entry, looked up): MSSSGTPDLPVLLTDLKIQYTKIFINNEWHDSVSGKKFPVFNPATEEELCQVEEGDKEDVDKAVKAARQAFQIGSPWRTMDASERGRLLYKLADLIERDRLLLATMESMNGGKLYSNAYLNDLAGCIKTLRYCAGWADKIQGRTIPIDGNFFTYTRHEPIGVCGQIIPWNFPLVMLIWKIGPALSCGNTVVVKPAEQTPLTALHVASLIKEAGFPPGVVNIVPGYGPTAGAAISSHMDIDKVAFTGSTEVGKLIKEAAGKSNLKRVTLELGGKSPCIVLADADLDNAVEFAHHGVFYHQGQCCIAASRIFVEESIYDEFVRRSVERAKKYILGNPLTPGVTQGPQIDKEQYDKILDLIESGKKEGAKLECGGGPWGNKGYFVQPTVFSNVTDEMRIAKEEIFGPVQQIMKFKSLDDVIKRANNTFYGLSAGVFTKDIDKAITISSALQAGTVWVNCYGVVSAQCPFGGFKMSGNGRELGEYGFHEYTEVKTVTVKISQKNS
L3MBTL1 inh = blocks human L3MBTL1; 0.66% of 230,000 active; Potency, µM (doses to about 57.1 µM), for the others: at the highest dose activity, negative = inhibition, usual class: inhibitors; AlphaScreen L3MBTL1–H3K9me1 peptide binding; Q9Y468; also: nearly all actives have a fitted effect of over 60% in size
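AlphaScreen assay: L3MBTL1 (50 nM final) was preincubated 30 min at room temperature with biotinylated H3(1-15)K9me1 peptide (75 nM final), then 30 min with library compounds; streptavidin donor and nickel chelate acceptor beads (10 ug/mL final) added, 30 min dark.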
* = called active by the depositor; ? = inconclusive; . = not tested or not shown; [ ] = another dose, or the depositor's remark. Unless noted, calls follow the shape of the dose curve; as a rule, active = well fitted curve in the direction sought with a large enough effect; inconclusive = small, poorly fitted or top-dose-only effect, or another doubt; inactive = no such curve, though single readings can be large; an effect the other way counts as inactive or inconclusive. Unless noted, % is scaled to controls: 0 for no effect and ±100 for the full control effect; potency is read from the fitted curve at half-maximal effect. Random draw from the library; 8.5% or so of the library scored in one or more.

Second line of a record – L3MBTL1 inh, Tau fluor counter, ALDH1A1 inh, TRb SRC2 PPI, GLA spleen mod, Tau fibril ThT, TR SRC2 fluor cs, Tau fibril FP
1) COc1cccc(NC(=O)Nc2ccc(CC(=O)O)cc2)c1
→ 9%, -7%, 5%, -10%, 2%, -4%, -1%, -14%
2) CCCCCCCc1ccc(C2NC(=S)NC3=C2C(=O)c2ccccc23)cc1 (stereo not given)
→ ., -16%, ., -1%, 9%, -2%, 2%, 2%
3) CCOC(=O)c1ccc(NC(=O)CC2C(=O)N(c3ccccc3)C(=O)N2Cc2cccs2)cc1 (stereo not given)
→ ., ?, ., 6%, ., -4%, 1%, ?
4) O=C(Nc1ccc(Cl)cc1)c1ccc2c(c1)N(Cc1ccccc1)C(=O)c1ccccc1S2(=O)=O
→ ., ?, ., 11%, ., 5%, 0%, ?
5) COc1ccc(NC(=O)C(C)NS(=O)(=O)c2ccc(NC(C)=O)cc2)cc1Cl (stereo not given)
→ -4%, -5%, 0%, 0%, -5%, -4%, -2%, 3%
6) CC(=O)Nc1ccc(CN2CCN(CCc3ccccc3)C(CCO)C2)cc1 (stereo not given)
→ -6%, 3%, -16%, -12%, -2%, -6%, -4%, 1%
7) CN(C)S(=O)(=O)c1ccc(C(=O)OCn2nnc3ccccc3c2=O)cc1
→ -9%, -9%, 4%, 15%, -4%, -5%, 0%, -6%
8) Cc1nc(-c2ccccn2)nc(N2CCOCC2)c1Cl
→ -24%, 3%, ., 2%, -2%, 3%, 0%, -1%
9) O=C(CNC1=NCCC1)c1ccc2c(c1)OCCO2
→ 7%, 0%, ?, -1%, -5%, -3%, -1%, -5%
10) Cc1cccc(-c2noc(Cc3ccc(Cl)cc3)n2)c1
→ ., -3%, -1%, -15%, 2%, -7%, 2%, 3%
11) Cc1cn(C(=O)C(C)N2C(=O)c3ccccc3C2=O)c(C)n1 (stereo not given)
→ ., -1%, 5%, 4%, -4%, -7%, 0%, -2%
12) O=[N+]([O-])c1cn(-c2nc(-c3ccco3)cc(C(F)(F)F)n2)cn1
→ ., -9%, -5%, -17%, 7%, -5%, 3%, -1%
13) COc1ccc(CNc2nc(S(=O)(=O)c3ccccc3)c(Cl)s2)cc1OC
→ 0%, ?, -1%, 3%, -3%, -12%, 2%, -12%
14) Cc1ccc(OCCSc2ncnc3sc(C)c(C)c23)cc1C
→ -5%, -11%, 2%, -9%, 9%, -15%, -3%, ?
15) CC(C)C[C@@H](CC(=O)N[C@H](CC(=O)N[C@@H]1CCNC[C@H]1C(=O)N[C@H](CC(=O)N[C@@H](CCC(=O)O)CC(=O)O)CC(C)C)C(C)C)NC(=O)[C@@H]1CCCC[C@H]1N
→ ., -4%, ?, -1%, 2%, -5%, -2%, -9%
16) Cc1ccc(C(=O)Nc2ccc3nc(SCC(=O)N4CCc5ccccc54)sc3c2)cc1
→ ., -23%, ., -8%, ., ?, 5%, -12%
17) CC(=O)c1ccc(S(=O)(=O)Nc2cccc(-c3ccc(N4CCCCCC4)nn3)c2)cc1
→ ., ?, ., -2%, ., -7%, 1%, -14%
18) CC(=O)Oc1ccc(N2C(=O)C3C4C=CC(C5CC45)C3C2=O)cc1[N+](=O)[O-] (stereo not given)
→ -5%, -9%, 6.3µM*, -2%, 2%, ?, 1%, -13%
19) CCCCOc1ccc(CNC(=O)Cc2ccc(NC(=O)N3CCSc4ncccc43)cc2)cc1
→ ., -15%, ., 1%, ., -5%, -3%, -1%
20) COc1ccc(O)c(CNc2ccccc2F)c1
→ ., -28%, -1%, 1%, 2%, -14%, 0%, 6%
21) CC(=O)N(Cc1cccnc1)c1nc2c(C)c(C)ccc2s1
→ ., -14%, ., -11%, ., -9%, -2%, -5%
22) COc1ccc(Oc2cc(C)nc(Cl)n2)nn1
→ 4%, -3%, 8.9µM*, 0%, 0%, -2%, 1%, -2%
23) O=C(Nc1ccccc1)C1=C[C@H](c2coc3ccccc3c2=O)C[C@H](OCCCCO)O1
→ 3%, -11%, -4%, 1%, 6%, -6%, 1%, 1%
24) O=C(NCCc1c[nH]c2ccccc12)/C(=C/c1ccco1)NC(=O)c1ccco1
→ -10%, 5%, -2%, -5%, -6%, -2%, -8%, -2%
25) CCc1ccc(S(=O)(=O)c2nnn3c2nc(NCCNC(C)=O)c2cc(Cl)ccc23)cc1
→ ., -17%, ., -1%, ., 9%, -2%, ?
26) NC1=NC(=O)CC(C(=O)NCc2ccccc2)S1 (stereo not given)
→ 6%, -4%, 18µM*, 3%, -7%, -4%, -1%, 0%
27) O=C(c1ccco1)N(Cc1cccs1)c1ccc(F)cc1
→ ., -19%, ., -6%, ., -5%, -74%, -2%
28) Cc1cc(C)cc(NC(=O)N2CCCCCCC2)c1
→ 3%, 8%, -2%, 6%, -1%, 4%, 1%, 2%
29) CSc1cccc(NC(=O)C2CCN(c3ncnc4c3nc3n4CCCCC3)CC2)c1
→ ., -23%, ., 3%, ., -8%, 0%, 1%
30) C/C(CC(=O)Nc1ccc(Cl)c(C(F)(F)F)c1)=N\NC(N)=S
→ -6%, -7%, ?, 5%, -5%, -4%, -3%, 3%[2.34 µM]
31) COc1ccccc1-c1cc(C(F)(F)F)nc(N2CCOCC2)n1
→ 56%[activator], -24%, -3%, 6%, 2%, ?, -1%, ?
32) CCC(=O)N1CCc2cc(Br)cc(S(=O)(=O)N(CC)Cc3ccccc3)c21
→ ., -25%, ., 0%, ., -14%, 0%, 0%

Quoted at random: 6 compounds from above.
Second line of a record – L3MBTL1 inh, Tau fluor counter, ALDH1A1 inh, TRb SRC2 PPI, GLA spleen mod, Tau fibril ThT, TR SRC2 fluor cs, Tau fibril FP
18) CC(=O)Oc1ccc(N2C(=O)C3C4C=CC(C5CC45)C3C2=O)cc1[N+](=O)[O-] (stereo not given)
→ -5%, -9%, 6.3µM*, -2%, 2%, ?, 1%, -13%
4) O=C(Nc1ccc(Cl)cc1)c1ccc2c(c1)N(Cc1ccccc1)C(=O)c1ccccc1S2(=O)=O
→ ., ?, ., 11%, ., 5%, 0%, ?
25) CCc1ccc(S(=O)(=O)c2nnn3c2nc(NCCNC(C)=O)c2cc(Cl)ccc23)cc1
→ ., -17%, ., -1%, ., 9%, -2%, ?
24) O=C(NCCc1c[nH]c2ccccc12)/C(=C/c1ccco1)NC(=O)c1ccco1
→ -10%, 5%, -2%, -5%, -6%, -2%, -8%, -2%
14) Cc1ccc(OCCSc2ncnc3sc(C)c(C)c23)cc1C
→ -5%, -11%, 2%, -9%, 9%, -15%, -3%, ?
2) CCCCCCCc1ccc(C2NC(=S)NC3=C2C(=O)c2ccccc23)cc1 (stereo not given)
→ ., -16%, ., -1%, 9%, -2%, 2%, 2%

Entries listed so far with a furan ring, fused or not (3):
Second line of a record – L3MBTL1 inh, Tau fluor counter, ALDH1A1 inh, TRb SRC2 PPI, GLA spleen mod, Tau fibril ThT, TR SRC2 fluor cs, Tau fibril FP
12) O=[N+]([O-])c1cn(-c2nc(-c3ccco3)cc(C(F)(F)F)n2)cn1
→ ., -9%, -5%, -17%, 7%, -5%, 3%, -1%
24) O=C(NCCc1c[nH]c2ccccc12)/C(=C/c1ccco1)NC(=O)c1ccco1
→ -10%, 5%, -2%, -5%, -6%, -2%, -8%, -2%
27) O=C(c1ccco1)N(Cc1cccs1)c1ccc(F)cc1
→ ., -19%, ., -6%, ., -5%, -74%, -2%

Source: PubChem (National Center for Advancing Translational Sciences (NCATS))
